RGS4 inh = human RGS4 inhibition. P49798. HEK293 M3R/RGS4 inducible, Fluo-4 calcium flux; hits give high values; triggered by carbachol at its EC20. B-score at 10 µM. 310,000 compounds, 0.45% hits;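 active means B-score, a plate-corrected calcium signal, over three deviations above library mean, with baseline fluorescence within five deviations of library mean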;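 further: RGS4 expression induced by doxycycline in cells with stable M3 receptor; B-score is computed from the integrated fluorescence ratio over baseline after carbachol; higher B-score means a larger calcium signal and so more RGS4 inhibition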
Target sequence (P49798 whole entry, looked up): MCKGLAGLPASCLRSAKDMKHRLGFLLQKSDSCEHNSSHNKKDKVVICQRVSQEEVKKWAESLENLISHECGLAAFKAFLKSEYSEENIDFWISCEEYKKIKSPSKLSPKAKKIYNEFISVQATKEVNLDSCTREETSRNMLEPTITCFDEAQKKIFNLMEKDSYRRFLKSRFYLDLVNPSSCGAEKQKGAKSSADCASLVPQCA
HDAC3 inhib = human HDAC3 inhibition | O15379 | recombinant HDAC3, fluorogenic peptide/trypsin coupled, fluorescence | 320,000 compounds, 0.15% hits | inhibition, % at 8.3 µM; in the data active means inhibition above about 26%, passing the limit was not always enough
KCNQ1 inh = inhibitors of human KCNQ1 potassium channel | CHO-K1 KCNQ1, FluxOR thallium flux fluorescence; hits give high values | 310,000 compounds, 1.3% hits | AID 2642 | B-score at 10 µM;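 active means compounds whose thallium flux B-score, printed positive for inhibition, exceeds three library SD while starting fluorescence stays within three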;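 further: channel opened by potassium depolarization with thallium stimulus after 20 min compound exposure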
TMEM16A act = mouse TMEM16A channel activation, primary screen; HEK293 TMEM16A/YFP-H148Q/I152L, iodide quench fluorescence; hits give low values; B-score at 10 µM; Q8BHY3; 340,000 compounds, 0.3% hits;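 active means fluorescence-ratio B-score plate-corrected deviation score at least 3 library SD below zero, with starting fluorescence score within 5 deviations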;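 further: channel opened by trigger with iodide after compound preincubation; score built on the fluorescence ratio of max minus min over baseline; more negative score means more quench and so TMEM16A activation or potentiation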
KCNK3 block = human KCNK3 channel inhibition, primary screen; 340,000 compounds, 0.84% hits; B-score at 10 µM; O14649; CHO-KCNK3 thallium flux, FluxOR fluorescence; hits give low values;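 active means B-score under library mean minus 4 SD, starting fluorescence ratio at most library mean plus 5 SD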;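 further: more negative B-score means stronger inhibition of thallium flux through KCNK3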
Target sequence (O14649 whole entry, looked up): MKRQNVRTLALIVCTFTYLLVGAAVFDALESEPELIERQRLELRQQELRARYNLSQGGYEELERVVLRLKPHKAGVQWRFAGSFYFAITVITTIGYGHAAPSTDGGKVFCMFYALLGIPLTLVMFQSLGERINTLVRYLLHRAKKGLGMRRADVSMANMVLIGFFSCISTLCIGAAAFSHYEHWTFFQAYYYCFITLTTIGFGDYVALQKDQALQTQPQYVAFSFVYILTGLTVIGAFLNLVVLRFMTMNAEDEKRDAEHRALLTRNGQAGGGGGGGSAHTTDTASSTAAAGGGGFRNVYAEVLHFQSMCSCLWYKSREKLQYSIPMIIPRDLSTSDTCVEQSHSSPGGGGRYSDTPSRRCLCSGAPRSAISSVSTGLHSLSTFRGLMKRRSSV
SKKanGAS inh = SKKanGAS growth inhibition | S. pyogenes SKKanGAS, kanamycin growth, BacTiter-Glo, 6 h | inhibition, % at 7.5 µM | 300,000 compounds, 1.3% hits | AID 1662;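 active means mean replicate score, as percent of positive control median, at least 50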;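 further: strain carries kanamycin resistance gene driven by streptokinase promoter and grows in 40 µg/ml kanamycin; loss of luminescence reflects streptokinase promoter inhibition or plain growth inhibition; 0% = median of DMSO wells and 100% = positive control at its reference dose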
RGS4 act = RGS4 potentiation or activation | HEK293 M3R/inducible RGS4, carbachol calcium flux Fluo4; hits give low values | B-score at 10 µM | 310,000 compounds, 0.92% hits | AID 463111;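 active means B-score of the integrated calcium signal more than 4 SD below the library mean, with starting fluorescence not abnormally high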;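 further: negative B-score means reduced calcium response which marks RGS4 activation or potentiation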
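Assay system: Inducible-RGS4 HEK293 cells carrying M3 receptor | Schedule: Compound preincubation 20 min at room temperature before agonist | Signal: Kinetic calcium fluorescence imaging with Fluo4-AM dye, 2 µM | Read-out basis: B score from integrated fluorescence ratio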
ANO1 block = mouse TMEM16A channel inhibition, primary screen. Q8BHY3. HEK293 TMEM16A/YFP iodide influx fluorescence, ionomycin. normalized B-score (activity score, 25-100; higher = stronger inhibition) at 10 µM. 310,000 compounds, 1.2% hits;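 active means ratio plate-corrected score three or more library SD toward inhibition, starting fluorescence score within five deviations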;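 further: score derived from kinetic fluorescence span divided by baseline fluorescence per well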
hERG rescue = shields human hERG channel from block by proarrhythmic agents | Q12809 | CHO-hERG, FluxOR thallium flux, dofetilide IC70 present | activation (rescue from dofetilide block), less the hit threshold, % at 10 µM | 310,000 compounds, 0.51% hits;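 active means activation above the mean of controls blocked by dofetilide plus 5 SD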;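 further: thallium influx through hERG after potassium depolarization seen as dye fluorescence rise; in these data hits start at about 4.7%; inactives centre near -7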
KCNK9 block = human KCNK9 channel inhibition | 310,000 compounds, 1.2% hits | AID 488922 | Q9NPC2 | B-score at 10 µM | HEK293 KCNK9, FluxOR thallium flux fluorescence; hits give low values;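 active means ratio B-score over 3 SD below the library mean, with starting fluorescence within 5 SD of its mean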;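 further: negative B-score means less thallium flux so channel inhibition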
Target sequence (Q9NPC2 whole entry, looked up): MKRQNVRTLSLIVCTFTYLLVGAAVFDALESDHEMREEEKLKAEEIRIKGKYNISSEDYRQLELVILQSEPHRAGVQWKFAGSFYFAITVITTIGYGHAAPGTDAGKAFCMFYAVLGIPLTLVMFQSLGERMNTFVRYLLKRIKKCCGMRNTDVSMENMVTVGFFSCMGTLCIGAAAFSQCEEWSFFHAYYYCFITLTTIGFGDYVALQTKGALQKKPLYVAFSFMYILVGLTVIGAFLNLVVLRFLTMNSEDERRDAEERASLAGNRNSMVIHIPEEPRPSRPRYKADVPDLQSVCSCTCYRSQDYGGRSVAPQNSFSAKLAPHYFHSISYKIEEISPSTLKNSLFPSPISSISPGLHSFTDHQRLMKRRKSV
KCNQ1 act = human KCNQ1 channel potentiation or activation | B-score at 10 µM | 310,000 compounds, 0.35% hits | CHO-K1 KCNQ1, thallium flux FluxOR fluorescence; hits give high values;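 active means fluorescence ratio B-score, a plate-corrected score, at least three library SD, with initial intensity B-score within 5 SD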
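Schedule – 37 °C overnight plating, 90-min dark dye load, 20-min compound pretreatment · System – stable KCNQ1 CHO-K1 line · Probe or stimulus – thallium- and potassium-containing depolarizing buffer · Measured by – kinetic FluxOR fluorescence, 10 s baseline plus 110 s post-stimulus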
An asterisk follows results filed as active; i = inactive; . = not tested or not shown.

SMILES	RGS4 inh	HDAC3 inhib	KCNQ1 inh	TMEM16A act	KCNK3 block	SKKanGAS inh	RGS4 act	ANO1 block	hERG rescue	KCNK9 block	KCNQ1 act
O=C(/C=C/Nc1ccc([N+](=O)[O-])cc1Br)c1cccc2ccccc12	i	0	i	i	i	-4	i	i	-9	i	i
CC1(C)CC(=O)C2=C(C1)NC(SCC(=O)Nc1ccccc1)=C(C#N)C21CCCCC1	i	10	i	i	i	32	i	i	-7	i	i
Cc1ccc(-c2csc3nc(C)n(-n4cccc4)c(=O)c23)o1	i	0	i	i	i	2	i	i	-2	i	i
O=S(=O)(NCCC1=CCCCC1)c1cccc2nsnc12	i	.	i	i	i	1	i	.	-13	i	i
CCOc1ccc(OCCOCCNCCOC)cc1	i	-5	i	i	i	-9	i	i	-6	i	i
CC(=O)N1CCSc2ccc(S(=O)(=O)N3CCC(C)CC3)cc21	i	-5	i	i	i	3	i	i	1	i	i
O=c1c2cn[nH]c2nc(SCc2ccc3c(c2)OCCO3)n1-c1ccccc1	i	-1	i	i	i	26	i	i	-12	i	i
COc1ccc(C(=O)c2c(C)c3ccccc3n2CC(O)CNC(C)C)cc1 (configuration not stated)	i	8	i	i	i	-12	i	i	-12	i	i
Nc1ccc2nc(NC(=O)C3CCCCC3)sc2c1	i	0	i	i	i	12	i	i	-11	i	i
CC(C)(C)OC(=O)N1CCCC1C(=O)NC(Cc1ccccc1)C(=O)O (configuration not stated)	i	0	i	i	i	-8	i	i	-13	i	i
NNC(=O)c1cc2c(s1)-c1cc(Cl)ccc1SC2	i	3	i	i	i	10	i	i	-3	i	i
Cc1ccc(C2C(C#N)=C(N)SC(N)=C2C#N)c(C)c1	i	-1	i	i	i	-3	i	i	-13	i	i
FC(F)(F)c1nnc(N2CCN(c3ccc(Cl)cc3)CC2)s1	i	-5	i	i	i	0	i	i	-5	i	i
CCN(CC)C(=O)C1CCCN(C/C(C)=C/c2ccccc2)C1 (configuration not stated)	i	2	i	i	i	0	i	i	-9	i	i
Cc1nnc(SCC(=O)Nc2cc(C(F)(F)F)ccc2N2CCOCC2)o1	i	11	i	i	i	2	i	i	-2	i	i
O=C(NNC(=S)NC1CC2C=CC1C2)c1ccncc1 (configuration not stated)	i	3	i	i	i	9	i	i	-7	i	i
CCOc1cc(C)c(Cl)cc1S(=O)(=O)NCc1ccc2c(c1)OCO2	i	0	i	i	i	-1	i	i	-5	i	i
CCN(c1ccc(NC(=O)COC(=O)CCc2nc3ccccc3n2-c2ccccc2)cc1)C(C)C	i	17	i	i	i	-4	i	i	-5	i	i
CN(CC(=O)Nc1ccccc1Br)c1ncnc2sccc12	i	-8	i	i	i	-10	i	i	-10	i	i
COc1ccc(C(C(=O)NC2CCCC2)N(Cc2ccc(F)cc2)C(=O)c2ccn[nH]2)cc1OC (configuration not stated)	i	-1	i	i	i	-3	i	i	-4	i	i
Cc1nc2cc(NC(=O)N3CCN(c4ccccn4)CC3)ccc2o1	i	-15	i	i	i	-3	i	i	-4	i	i
COc1ccccc1NC(=O)Cn1c(C)nc2c(sc(=S)n2Cc2ccco2)c1=O	i	7	i	i	i	8	i	i	-12	i	i
COc1ccccc1CNC(=O)Cc1ccc(OC)c(OC)c1	i	-4	i	i	i	0	i	i	-1	i	i
CCN(CC)CCn1c(OC)cc(=O)[nH]c1=O	i	-2	i	i	i	-6	i	i	-6	i	7*
COc1ccccc1C(CNC(=O)c1ccc(S(=O)(=O)NCc2ccco2)cc1)N(C)C (configuration not stated)	i	-2	i	i	i	-1	i	i	-2	i	i

Next part:
SMILES	RGS4 inh	HDAC3 inhib	KCNQ1 inh	TMEM16A act	KCNK3 block	SKKanGAS inh	RGS4 act	ANO1 block	hERG rescue	KCNK9 block	KCNQ1 act
CN(C)CCCNS(=O)(=O)c1ccc(NC2CCCCCC2)c([N+](=O)[O-])c1	i	-2	8*	i	i	4	i	i	-14	i	i
COc1ccccc1OCC(=O)N1CC2(C)CC1CC(C)(C)C2 (configuration not stated)	i	-6	i	i	i	3	i	i	-5	i	i
O=C(CN(Cc1ccc(F)cc1)C(=O)CCC(=O)Nc1ccccn1)NCc1ccc(F)cc1	i	4	i	i	i	-1	i	i	-6	i	i
COc1ccc(NC(=O)C(c2ccccc2)c2ccccc2)cn1	i	2	i	i	i	-4	i	i	-9	i	i
COc1ccc(/C=C/C(=O)OCC(=O)Nc2ccc(N3CCOCC3)cc2)cc1	i	2	i	i	i	-3	i	i	-7	i	i
Fc1ccc(Br)cc1C1C=C(c2ccc(Br)cc2)Nc2ncnn21 (configuration not stated)	i	0	i	i	-12*	30	i	i	-8	i	i
CCc1ccccc1NC(=O)c1cc(-c2cccc(O)c2)on1	i	-6	i	i	i	-8	i	i	-14	i	i
Cc1ccccc1CN1CCN(S(C)(=O)=O)CC1	i	16	i	i	i	-3	i	i	-7	i	i
O=C(Nc1ccncc1)c1cc(-c2cccc(Br)c2)nc2ccccc12	i	0	i	i	i	13	i	i	-16	i	i
Cc1ccc(S(=O)(=O)Oc2ccc(C(c3c(C)[nH][nH]c3=O)c3c(C)[nH][nH]c3=O)cc2)cc1	i	12	i	i	i	9	i	i	-14	i	i
CCN1C(=O)/C(=C/c2ccc(C)o2)N(C)C1=S	i	-4	i	i	i	2	i	i	-6	i	i
COc1ccccc1C(=O)NCC(=O)OCC(=O)c1cccc2ccccc12	i	2	i	i	i	-7	i	i	-16	i	i
Cc1ccc2c(c1)NC(=O)C(CC(=O)Nc1ccc(Br)c(C)c1)O2 (configuration not stated)	i	3	i	i	i	2	i	i	-7	i	i
Cc1ccc(C(=O)N(CC(=O)NC2CCCC2)Cc2cccs2)s1	i	-3	i	i	i	-4	i	i	-11	i	i
CC(=O)N1c2ccc(S(=O)(=O)N3CCCC3C(=O)NCc3ccccc3Cl)cc2CC1C (configuration not stated)	i	0	i	i	i	2	i	i	-7	i	i
Cc1ccc(/C=C2\SC(=S)N(CCCC(=O)Nc3cccnc3)C2=O)cc1	i	8	i	i	i	3	i	i	-6	i	i
CCCn1c(SCC(=O)Nc2ccc(OCC)cc2)nnc1C(C)C	i	-3	i	i	i	1	i	i	-4	i	i
CC(/C=N/NC(=O)c1cc(-c2ccc(C)s2)[nH]n1)=C\c1ccccc1	i	6	i	i	i	-2	i	i	-12	i	i
O=C(CNC(=S)N(Cc1ccccc1)Cc1cccnc1)NCCc1ccccc1	i	-1	i	i	i	19	i	i	-7	i	i
CC(C)C(=O)c1cn(CC(=O)NCc2ccco2)c2ccccc12	i	6	i	i	i	22	i	i	-9	i	i
COCCn1c(COc2cccc(OC)c2)nnc1SCC(=O)NC1CCCC1	i	-1	i	i	i	-5	i	i	-2	i	i
CC(=O)c1c(C)[nH]c(C(=O)CN2C(=O)NC(C)(C)C2=O)c1C	i	7	i	i	i	-11	i	i	-20	i	i
CSc1ccccc1NC(=O)COc1ccc(S(=O)(=O)N2CCCC2)cc1	i	6	i	i	i	-1	i	i	-10	i	i
CCSc1nnc2c(n1)OC=Nc1ccc(Br)cc1-2	i	23	i	i	i	2	i	i	-2	i	i
CC(C)N1CC(C(=O)Nc2ccc(C#N)cc2)CC1=O (configuration not stated)	i	-5	i	i	i	-2	i	i	-3	i	i

Next records
SMILES	RGS4 inh	HDAC3 inhib	KCNQ1 inh	TMEM16A act	KCNK3 block	SKKanGAS inh	RGS4 act	ANO1 block	hERG rescue	KCNK9 block	KCNQ1 act
Cc1nc(NC(C)C)c2oc3ccccc3c2n1	i	5	i	i	i	-7	i	i	-5	i	i
COc1ccc(C(=O)Oc2cccnc2)cc1	i	-5	i	i	i	-13	i	i	-5	i	i
COc1cc(NC(=O)c2csc(-c3ccncc3)n2)cc(C(=O)Nc2cccc(C(F)(F)F)c2)c1	i	6	11*	i	i	37	i	i	-26	i	i
CS(=O)(=O)N(CC(=O)NN=C1CCCCCC1)c1ccc(Oc2ccccc2)cc1	i	-5	i	i	i	-7	i	i	-8	i	i
Cc1cc(N2CCCCC2)c(F)cc1[N+](=O)[O-]	i	1	i	i	i	3	i	i	-12	i	i
COC(=O)C(C)Sc1n[nH]c(=S)s1 (configuration not stated)	i	31*	i	i	i	1	i	i	-3	i	i
CCCCn1c(N)c(N(CCOC)C(=O)c2ccc3c(c2)C(=O)N(c2cc(C)ccc2C)C3=O)c(=O)[nH]c1=O	i	6	i	i	i	4	i	i	-9	i	i
COc1ccc2nc3ccccc3nc2c1NC(=O)c1ccc(Cl)cc1Cl	i	-1	i	i	i	-7	i	i	-11	i	i
COc1ccc(C(O)(C(C)C)C(CN2CCOCC2)c2ccccc2)cc1 (configuration not stated)	i	0	i	i	i	-1	i	i	-2	i	i
CCN1CCN(c2nc(-c3ccccn3)nc3ccccc23)CC1	i	1	i	i	i	-8	i	i	-19	i	i
COC(=O)Nc1ccc(OCc2ccccc2)cc1	i	0	i	i	i	-5	i	i	-4	i	i
COc1ccc(CS(=O)(=O)CC(C)(O)c2ccc(Cl)cc2)cc1 (configuration not stated)	i	9	i	i	i	-2	i	i	-9	i	i
CCC(=O)N1CCN(c2ccc(NC(=O)c3ccco3)cc2)CC1	i	12	i	i	i	-7	i	i	-8	i	i
O=c1c2cc(Cl)ccc2[nH]c(=S)n1Cc1cccs1	i	5	i	i	i	1	i	i	3	i	8*

Entries above that bear a hit mark in KCNQ1 act:
SMILES | RGS4 inh | HDAC3 inhib | KCNQ1 inh | TMEM16A act | KCNK3 block | KCNK9 block | KCNQ1 act
CCN(CC)CCn1c(OC)cc(=O)[nH]c1=O | i | -2 | i | i | i | i | 7*
O=c1c2cc(Cl)ccc2[nH]c(=S)n1Cc1cccs1 | i | 5 | i | i | i | i | 8*

A second format for 5 compounds above:
Each structure is followed by: RGS4 inh | HDAC3 inhib | KCNQ1 inh | TMEM16A act | KCNK3 block | SKKanGAS inh | RGS4 act | ANO1 block | hERG rescue | KCNK9 block | KCNQ1 act
- COc1cc(NC(=O)c2csc(-c3ccncc3)n2)cc(C(=O)Nc2cccc(C(F)(F)F)c2)c1
  i | 6 | 11* | i | i | 37 | i | i | -26 | i | i
- CS(=O)(=O)N(CC(=O)NN=C1CCCCCC1)c1ccc(Oc2ccccc2)cc1
  i | -5 | i | i | i | -7 | i | i | -8 | i | i
- Cc1cc(N2CCCCC2)c(F)cc1[N+](=O)[O-]
  i | 1 | i | i | i | 3 | i | i | -12 | i | i
- COC(=O)C(C)Sc1n[nH]c(=S)s1 (configuration not stated)
  i | 31* | i | i | i | 1 | i | i | -3 | i | i
- CCCCn1c(N)c(N(CCOC)C(=O)c2ccc3c(c2)C(=O)N(c2cc(C)ccc2C)C3=O)c(=O)[nH]c1=O
  i | 6 | i | i | i | 4 | i | i | -9 | i | i
